Screening results from PubChem.
IMPase inh: qHTS Assay for Identifying the Cell-Membrane Permeable IMPase Inhibitors; Inositol monophosphatase 1 (Rattus norvegicus), P97697; CHO-M1 cells, IP1 accumulation, HTRF TR-FRET ratio; inhibition (IP1 accumulation), % at 46.1 µM; 120,000 tested, under 10 active; AID 901, 2007; active = well fitted curve in the direction sought with a large enough effect in the signal ratio, not every such curve was filed as active; inconclusive = small, poorly fitted or top-dose-only effect, or a change in a side signal; inactive = no such curve, though single readings can be large or run the other way; the % refers to the signal ratio;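 also: cells stimulated with carbachol in lithium chloride buffer; plate controls were DMSO basal wells for no effect and reference inhibitor wells for full effect; higher means more IMPase inhibition seen as more IP1 and lower FRET ratio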
Target sequence (P97697 whole entry, looked up): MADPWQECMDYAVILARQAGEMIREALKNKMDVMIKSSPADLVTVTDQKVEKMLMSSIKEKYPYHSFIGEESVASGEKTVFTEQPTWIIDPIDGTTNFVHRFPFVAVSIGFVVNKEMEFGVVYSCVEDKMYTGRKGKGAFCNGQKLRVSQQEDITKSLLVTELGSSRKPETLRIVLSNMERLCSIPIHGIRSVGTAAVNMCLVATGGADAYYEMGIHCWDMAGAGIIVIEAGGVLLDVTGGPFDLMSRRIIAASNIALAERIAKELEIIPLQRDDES
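Seeded CHO-M1 cells were dosed with compound at up to 46 uM, stimulated with carbachol for 30 min, then lysed in IP-One detection reagents. Higher IP1 lowers the TR-FRET signal.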
ALOX12 inhib: qHTS Assay for Inhibitors of 12-hLO (12-human lipoxygenase) | Polyunsaturated fatty acid lipoxygenase ALOX12 (Homo sapiens), P18054 | purified 12-hLO, xylenol orange hydroperoxide absorbance | Potency, µM (doses to about 57.1 µM), without a hit: at the highest dose activity change, negative = inhibition, hits mostly inhibitors | actives 0.12% (n = 150,000) | AID 1452, 2008; also: potency is read from the fitted curve at half-maximal effect; nearly all actives have a fitted effect of over 55% in size; many of its hits are not listed in these tables
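Purified human 12hLO (150 nM final) was preincubated with compounds for 15 min at room temperature in 25 mM Hepes pH 7.0, 0.01% Triton X-100, then reacted with 40 uM arachidonic acid for 30 min. Hydroperoxide was detected with ferrous iron/xylenol orange.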
15-hLO-2 inh: qHTS Assay for Inhibitors of 15-hLO-2 (15-human lipoxygenase 2); actives 0.56% (n = 110,000); AID 881, 2007; purified 15hLO-2, xylenol orange hydroperoxide absorbance; Potency, µM (highest dose often 57.1 µM), inactives show at the highest dose activity change, negative = inhibition, hits mostly inhibitors; Polyunsaturated fatty acid lipoxygenase ALOX15B (Homo sapiens), O15296; also: potency is read from the fitted curve at half-maximal effect; nearly all actives have a fitted effect of over 60% in size; many of its hits are not listed in these tables
Target sequence (O15296 whole entry, looked up): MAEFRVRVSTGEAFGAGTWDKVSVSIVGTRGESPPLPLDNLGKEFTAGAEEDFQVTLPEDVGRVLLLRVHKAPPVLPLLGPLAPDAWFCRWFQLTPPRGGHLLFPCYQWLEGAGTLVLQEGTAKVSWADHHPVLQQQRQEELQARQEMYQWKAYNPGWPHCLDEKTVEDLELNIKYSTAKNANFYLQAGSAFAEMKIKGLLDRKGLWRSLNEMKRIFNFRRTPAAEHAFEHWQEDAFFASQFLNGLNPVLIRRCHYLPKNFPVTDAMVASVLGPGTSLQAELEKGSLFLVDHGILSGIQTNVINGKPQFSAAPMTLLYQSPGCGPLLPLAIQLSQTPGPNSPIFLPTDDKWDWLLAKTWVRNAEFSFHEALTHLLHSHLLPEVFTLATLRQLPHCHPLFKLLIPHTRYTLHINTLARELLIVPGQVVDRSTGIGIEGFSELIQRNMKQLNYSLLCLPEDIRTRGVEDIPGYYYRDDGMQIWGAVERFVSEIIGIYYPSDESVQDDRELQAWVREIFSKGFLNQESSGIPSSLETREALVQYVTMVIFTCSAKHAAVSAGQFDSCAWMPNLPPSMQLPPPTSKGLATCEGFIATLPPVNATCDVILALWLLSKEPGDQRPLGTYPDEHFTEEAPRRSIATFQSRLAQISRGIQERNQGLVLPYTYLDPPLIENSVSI
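Screening format was qHTS against 50 nM purified 15hLO-2 in Hepes pH 7.5 with detergent. Activity follows hydroperoxide formation from 45 uM arachidonic acid, measured as 573:405 nm absorbance ratio of the ferric-xylenol orange complex.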
PNC inhibitor: High Content Assay for Compounds that inhibit the Assembly of the Perinucleolar Compartment; AID 2417, 2010; PC3M PTB-GFP, PNC prevalence imaging, 16 h; active compounds read low; activity change (PNC), negative = inhibition, % at 10 µM; actives 3.1% (n = 140,000);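 active = readout at or below -70, meaning at least 70% loss of cells showing the perinucleolar compartment, a nuclear body marking cancer cells; inconclusive = readout between -30 and a set limit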;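 also: plate controls were DMSO wells for no effect and camptothecin positive control wells for full effect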
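Compounds are pinned in duplicate onto adhered PC3M cells stably expressing GFP-tagged PTB and incubated 16 h at 37 C. Cells are then fixed, nuclei stained with Hoechst, and PNC-positive cells counted.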
Numbers without * were called inactive; ? = inconclusive; . = no result given; & = joins results of further samples; [ ] = dose if it differs, or a comment. Unless noted, calls follow the shape of the dose curve; as a rule, active = well fitted curve in the direction sought with a large enough effect; inconclusive = small, poorly fitted or top-dose-only effect, or another doubt; inactive = no such curve, though single readings can be large; an effect the other way counts as inactive or inconclusive. Unless noted, % is scaled to controls: 0 for no effect and ±100 for the full control effect.

SMILES	IMPase inh	ALOX12 inhib	15-hLO-2 inh	PNC inhibitor
CC(=O)/C(=N\Nc1ccc(C)cc1)N1CCOCC1	-3	-2%	?	22
Cc1cc(NC(=O)CSc2ccc(Cl)cc2)no1	0	-5%	10%[2.29 µM]	-17
CCN(CC)C(=O)C1CCCN(C(=O)Nc2ccc3nsnc3c2)C1 (stereo not drawn)	-10	1%	-7%	?
CCc1cc(C(=O)N/N=C/c2c(C)[nH]c3ccccc23)cs1	.	-8%	.	25
CCOC(=O)c1ccccc1NC(=O)C=C(C)C	1	2%	.	23
O=C(CCCn1c(=S)[nH]c2ccccc2c1=O)N1CCOCC1	-7	-6%	-3%	26
CCOC(=O)C(=O)c1csc(NC(=O)COc2ccc(N(C)S(=O)(=O)c3ccc(F)cc3)cc2)n1	6	-3%	-10%	0
COc1ccc(NC(=O)CSc2c3c(nc4ccccc24)CCC3)c(OC)c1	.	-1%	.	-12
COc1cccc(OC)c1OCCNCC1COc2ccccc2O1 (stereo not drawn)	.	10%	23%	.
CCc1nnc(NC(=O)CSc2nnc(Cc3ccccc3)n2-c2ccc(OC)cc2)s1	?	6%	.	133

Part of the list above in order of count of non-hydrogen atoms, largest number first:
SMILES	IMPase inh	ALOX12 inhib	15-hLO-2 inh	PNC inhibitor
CCc1nnc(NC(=O)CSc2nnc(Cc3ccccc3)n2-c2ccc(OC)cc2)s1	?	6%	.	133
O=C(CCCn1c(=S)[nH]c2ccccc2c1=O)N1CCOCC1	-7	-6%	-3%	26
CCc1cc(C(=O)N/N=C/c2c(C)[nH]c3ccccc23)cs1	.	-8%	.	25
CC(=O)/C(=N\Nc1ccc(C)cc1)N1CCOCC1	-3	-2%	?	22
CCOC(=O)c1ccccc1NC(=O)C=C(C)C	1	2%	.	23

Further records follow.
SMILES	IMPase inh	ALOX12 inhib	15-hLO-2 inh	PNC inhibitor
CCOC(=O)c1cc(=O)cc(C(=O)OCC)o1	-17	-7%	1%	?
N#C/C(=C\c1cc(Cl)cc(Cl)c1O)C(=O)NC1CCCCC1	-5	-15%	-23%	-12
Cc1cccc(NC(=S)NCCc2ccc(S(N)(=O)=O)cc2)c1C	8	-3%	.	?
O=C(COc1ccc2c3c(c(=O)oc2c1)CCC3)NC1CCCCC1	2	1%	-12%	-29
COC(=O)c1ccc(CSc2nccn2C)cc1	6	6%	4%	?
N#Cc1nc(-c2ccccc2F)oc1N1CCCC1	-12	-2%	-6%	16
COc1cc2c3c(c1)C1(C(=O)N3C(C)(C)C=C2C)C(C#N)=C(N)Oc2cc(O)ccc21 (stereo not drawn)	-5	-19%	-28%	?
CCc1ccccc1-n1c(SCC(=O)N2CCCC2)nnc1-c1ccccn1	0	0%	5%	1
COc1ccc2[nH]c(C(=O)O)c(CCNC(C)=O)c2c1	3	-1%	4%	42
CCC(=O)Nc1cccc(-c2nnc(-c3cccc(NC(=O)CC)c3)o2)c1	-2	-2%	6%	29
CCOC(=O)N1CCN(Cc2ccccc2Cl)CC1	-2	-12%	-17%	23
CN1CCN(C(=O)NC2CCCCC2)CC1	-9	-3%	.	?
Nc1nonc1C(=O)NCCc1ccccc1	-4	7%	1%	17
Fc1ccc(-c2csc3ncnc(Cl)c23)cc1	10	-5%	.	-26
O=C(OCC(=O)N1CCN(c2ccccc2)CC1)c1ccco1	-13	0%	-3%	45
CC(C)C1Oc2ccccc2N(CC(=O)N(Cc2ccccn2)C2CC2)C1=O (stereo not drawn)	-1	3%	.	-100*
CC(C)(C)c1ccc(Cn2ccc(-c3ccc4c(c3)OCO4)n2)cc1	9	-7%	.	-7
Cc1cccc(Cn2c(N3CCN(c4ccccc4)CC3)nc3c2c(=O)n(C)c(=O)n3C)c1	7	-6%	2%	30
CCC(=O)Oc1ccc(C(=O)Nc2cccc(C(=O)c3ccccc3)c2)cc1	4	-6%	.	88
CCOC(=O)CC(=O)CSc1ccc2nnc(-c3ccc(C)cc3)n2n1	-3	-25%	-12%	-14
COc1ccc(C)cc1NC(=O)CNC(=O)Cn1ccc2ccccc2c1=O	-3	7%	.	-1
O=P(COc1ccccc1)(c1ccccc1)c1ccccc1	0	3%	0%	52
CC(CN1CCOCC1)C(=O)O (stereo not drawn)	-12	2%	.	-27
COc1ccc(C(=O)Nc2ccc([N+](=O)[O-])cn2)c(OC)c1	7	-1%	.	10
CCN1CCN(CCNC(=O)CCCCCn2c(=O)[nH]c3cc(C(=O)OC)ccc3c2=O)CC1	6	8%	0%	81
CCOc1ccc(NC(=O)CS(=O)(=O)c2cn(C)c3ccccc23)cc1	4	-10%	-2%	?
CN(Cc1nc(-c2ccncc2)no1)S(=O)(=O)c1ccccc1	-13	21%	5%	?
CCCCC(=O)N1CCCC(c2nc3c(nnn3Cc3cc(C)ccc3C)c(=O)[nH]2)C1 (stereo not drawn)	7	-7%	-9%	?
Cc1ccc(SCc2c(C#N)c3ccccc3n2C)cc1	-4	-8%	.	53
COc1cc(OC)c(C2=NOC(C(=O)O)C2)cc1Cl (stereo not drawn)	4	-3%	-1%	14
COc1ccc(-n2nc3c(c2NC(=O)c2ccc(Br)cc2)CS(=O)C3)cc1 (stereo not drawn)	4	-6%	6%	?
Cc1ccsc1/C=N\NC(=O)c1n[nH]c2c1CCC2	1	-4%	.	?
Cc1ccccc1/C=N\NC(=O)c1csnn1	2	-6%	-4%	56
Cc1ccc(C(=O)NCC(=O)OCC(=O)NC2CCS(=O)(=O)C2)cc1C (stereo not drawn)	.	-2%	.	49
O=C(O)C1CCC(=O)N1C1c2ccccc2Oc2ccccc21 (stereo not drawn)	-1	-4%	11%	17
CSc1ccc(S(=O)(=O)Nc2cccc(F)c2)cc1	-2[1.84 µM]	-5%	-9%[11.4 µM]	-20
CCn1c(SCC(=O)N2CCCc3ccccc32)nc2ccccc2c1=O	9	-3%	-9%	34
O=C(CSc1nccn1-c1ccc(F)cc1)NCc1ccc2c(c1)OCO2	13	-5%	-1%	-18
Cc1cc(Nc2cccc(Cl)c2)nc(N2CCOCC2)n1	.	0%	.	10
CCOC(=O)c1nnn(-c2nonc2N)c1-c1ccc(OCC)cc1	-3	-2%	-4%	-12

Printed as active in PNC inhibitor (from the list above):
compound	ALOX12 inhib	15-hLO-2 inh	PNC inhibitor
CC(C)C1Oc2ccccc2N(CC(=O)N(Cc2ccccn2)C2CC2)C1=O (stereo not drawn)	3%	.	-100*

Continued:
SMILES	IMPase inh	ALOX12 inhib	15-hLO-2 inh	PNC inhibitor
COc1ccc(C2CC(=O)N3CN(c4ccccc4F)CSC3=C2C#N)cc1OC (stereo not drawn)	-14	-19%	?	16
CC(=O)Nc1cccc(-c2nc3ccc(NC(C)=O)cc3[nH]2)c1	-12	2%	-1%	1
COc1ccc(N2C(=O)C(OC(C)=O)C2c2ccc(C)cc2)cc1 (stereo not drawn)	.	1%	.	29
Cc1ccccc1CN(c1ccc(C(=O)N2CCCC2)cc1)S(C)(=O)=O	-2	0%	4%	22
O=C(NCCCN1CCOCC1)c1cc2cc(Br)ccc2oc1=O	-6	-6%	-4%	-24
Cc1ccc(-c2nc3ccccc3s2)cc1NC(=O)c1cc(-n2cnnc2)ccc1Cl	-23	-4%	3%	11
CC(=O)Nc1ccc(S(=O)(=O)NCc2ccc(C(=O)NCc3ccc4c(c3)OCO4)cc2)cc1	14	-5%	-3%	21
COc1cccc(C2N(c3ccc(Cl)c(Cl)c3)C(=O)C3CCCN32)c1OC (stereo not drawn)	3	-7%	11%	-18
O=C(NNC1CC(=O)N(c2ccc3c(c2)OCCO3)C1=O)c1ccccc1 (stereo not drawn)	1	6%	-5%	90
O=C(C1CC(c2ccccc2O)=NO1)N1CCCCC1 (stereo not drawn)	12	-4%	-3%	?
Cc1[nH]n(-c2ccc([N+](=O)[O-])cc2)c(=O)c1C=NCCN1CCN(C(=O)c2ccc(F)cc2)CC1	4	5%	11%	16
Clc1ccc(Cn2ncc3c(NCc4ccccc4)ncnc32)cc1	-1	-19%	-9%	?
Cc1ccc([N+](=O)[O-])c(C)c1	.	-2%	-3%	.
Cc1ccc(NC(=S)NC2CCN(Cc3ccccc3)CC2)c(C)c1	.	-4%	.	?
CCCOc1ccc(N2C(=O)CC(S/C(N)=N/N=C(\C)c3cccs3)C2=O)cc1 (stereo not drawn)	-1	10%	-1%	35
O=[N+]([O-])c1ccc(-c2cnc(NO)nc2)cc1	0	-4%	.	?
Cc1ccc(-n2c(C)cc(/C=N/NC(=O)c3ccncc3)c2C)cc1	2	-1%	10%	45
Cc1cnc(C(=O)OCC(=O)NC(C)C)cn1	-3	6%	-3%	15
Cc1ccc2nsnc2c1S(=O)(=O)N1CCN(CCc2ccccc2)CC1	3	-5%	3%	-28
Cn1cccc1C(=O)NC(=O)COC(=O)c1ccccc1O	9	-6%	-27%	-4
Cc1cc(N2C(=O)C(=O)/C(=C(/O)c3ccc(F)cc3)C2c2ccc(Cl)cc2)no1 (stereo not drawn)	-7	12%	31%[activator]	?
Cc1nnc(NC(=O)c2ccc(-c3cccc(C(F)(F)F)c3)o2)s1	17	-3%	0%	46
O=C(Nc1ccccc1)N1CCC(C(=O)N(Cc2ccco2)Cc2cccs2)CC1	3	-11%	?	-21
Cc1nc(SCC(=O)N2CC(C)OC(C)C2)nc(C)c1C (stereo not drawn)	0	-5%	8%	-10
COc1cccc(N2C(=O)CC(NNC(=O)c3cccs3)C2=O)c1 (stereo not drawn)	.	-3%	.	18
O=C(NCc1ccccc1)c1ccc(C2SCC(=O)N2Cc2ccccc2)cc1 (stereo not drawn)	17	46%[activator]	.	86
CCC/C=C(\CCC)C(NC(=O)OCC(C)C)c1ccc(C(=O)OC)cc1 (stereo not drawn)	.	-1%&-4%	18%	48
COc1ccc(OC)c(NC(=O)CC(Cc2ccccc2OC)C(=O)O)c1 (stereo not drawn)	6	-2%	-6%	-26
CCOc1ccc(C2/C(=C(\O)c3c(C)[nH]c(C(=O)OC)c3C)C(=O)C(=O)N2CCN(C)C)cc1 (stereo not drawn)	?	-4%	0%	-22
COc1ccc(NC(=O)c2sc3cc(C(F)(F)F)cnc3c2-c2cccs2)cc1	-1	0%	6%	30

Taken from above:
O=C(Nc1ccccc1)N1CCC(C(=O)N(Cc2ccco2)Cc2cccs2)CC1 @ ALOX12 inhib = -11%
Cc1nnc(NC(=O)c2ccc(-c3cccc(C(F)(F)F)c3)o2)s1 @ 15-hLO-2 inh = 0%

Continued.
SMILES	IMPase inh	ALOX12 inhib	15-hLO-2 inh	PNC inhibitor
COc1cc(/C=N/Nc2nc(Nc3ccc(C)cc3)nc(-n3nc(C)cc3C)n2)cc(OC)c1OC	0	4%	-4%	3
CCOC(=O)c1cc(-c2ccccc2)nc2c1c(C)nn2-c1ccccn1	8	11%	27%	-13
Clc1nc(NCc2cccnc2)nc(N2CCOCC2)n1	5	3%	.	255
COc1ccc(-c2nnn(CC(=O)N(Cc3cccs3)C(C)C(=O)NCCC(C)C)n2)cc1OC (stereo not drawn)	10	-3%	-4%	-18
Cc1cccc2cc(COC(=O)C(C)C)c(=O)[nH]c12	0	-13%	3%	2
COC(=O)c1c(C)n(-c2ccc(OC)cc2)c2ccc(O)cc12	2	-8%	?	?
CCOc1ccc2nc(NC(=S)NCc3ccccc3)sc2c1	3	-14%	-12%	-8
Cc1cc(O)c(C(C)C)cc1N=Cc1ccccc1O	.	2%[11.4 µM]	-7%[11.4 µM]	.
O=C(NC1=NCCS1)c1ccc2c(c1)C(=O)N(Cc1ccco1)C2=O	-7	-6%	5%	?
CCOC(=O)c1c(C)n(C)c2ccc(OCC(O)CN(CC)CC)cc12 (stereo not drawn)	6	11%	9%	12
N#Cc1c(NC(=O)CSC2=NCCS2)sc2c1CCCC2	5	-20%	-7%	?

These rows are one share of the data; the hit share may differ from the screen's.
